HTT cytoprotect: qHTS Multiplex Assay to Identify Dual Action Probes in a Cell Model of Huntington: Cytoprotection (ATP); PC12 HTT-Q103 induced, cytoprotection, ATP luminescence, 40 h; Potency, µM (highest dose often 56.4 µM), inactives show cytoprotection (ATP increase), hits mostly activators; actives 0.14% (n = 230,000); AID 1471, 2008;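 further: potency means the concentration at half of the fitted maximal effect; % of control where 0% means no effect; nearly all actives have a fitted effect of over 45% in size; toxic huntingtin expression switched on by the ecdysone agonist tebufenozide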
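Stable PC12 Q103-GFP cells in serum-supplemented, phenol red-free DMEM; induction by tebufenozide at 100 nM final; compound dose series; cell viability quantified luminescently from ATP.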
KinaseGlo FLuc: Counterscreen for Luciferase (Kinase-Glo TM) Inhibition; Luciferin 4-monooxygenase (Photuris pensylvanica), Q27757; Kinase-Glo luciferase, ATP luminescence, 8 min; Potency, µM (series often up to 38.3 µM), for the others: top-dose activity change, negative = inhibition, hits mostly inhibitors; actives 0.28% (n = 200,000); AID 1379, 2008; further: potency means the concentration at half of the fitted maximal effect; on the % scale 0 is the no-effect control and ±100 the full control effect; nearly all actives have a fitted effect of over 60% in size
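Light output from Kinase-Glo luciferase with luciferin and 10 uM ATP in 50 mM imidazole pH 7.2, KCl, MgCl2, Tween 20, BSA; compound pin-delivered, 8-min ambient incubation, then luminescence read.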
HTT aggregate: qHTS Multiplex Assay to Identify Dual Action Probes in a Cell Model of Huntington: Aggregate Formation (GFP); PC12 HttQ103-GFP aggregates, Acumen cytometry, 40 h; actives 1.1% (n = 220,000); AID 1688, 2009; Potency, µM (highest dose often 46.1 µM), for the others: top-dose activity change, negative = inhibition, usual class: inhibitors; further: potency means the concentration at half of the fitted maximal effect; on the % scale 0 is the no-effect control and ±100 the full control effect; nearly all actives have a fitted effect of over 60% in size
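Read-out: GFP aggregate count by laser scanning cytometer (488 nm excitation, 500-530 nm emission, 1–25 µm objects >6 SD above background). Cells: PC12, inducible HTTex1-Q103-GFP, 100 nM tebufenozide; compounds titrated.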
IMPase Li inh: qHTS Assay for Identifying the Cell-Membrane Permeable IMPase Inhibitors: Potentiation with Lithium; actives 0.35% (n = 210,000); CHO-M1 cells, IP1 TR-FRET (IP-One), carbachol + lithium; Potency, µM (series often up to 59.4 µM), for inactives: top-dose activity, negative = IMPase inhibition, actives largely listed as inhibitors; AID 1457, 2008;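 further: IP1 builds up when IMPase is blocked and the TR-FRET signal falls; potency means the concentration at half of the fitted maximal effect; plate controls were basal vehicle for no effect and high inhibitor control for full effect; nearly all actives have a fitted effect of over 50% in size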
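Readout is a homogeneous TR-FRET IP1 immunoassay (Ex 320, Em 665 and 620), where raised cytosolic IP1 lowers signal. Cells were CHO-M1 treated 30 min at 37C with test compounds plus a little lithium; AC50 values came from Hill-equation fitting.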
CBFb RUNX1 block: qHTS Assay for Compounds Blocking the Interaction Between CBF-beta and RUNX1 for the Treatment of Acute Myeloid Leukemia; 230,000 tested, under 10 active; Runt-related transcription factor 1 (Homo sapiens) + Core-binding factor subunit beta …; AlphaScreen CBFb-His/RUNX1-biotin binding, biochemical; Potency, µM (series often up to 59.8 µM), without a hit: at the highest dose activity, negative = inhibition, hits mostly inhibitors; further: % of control where 0% means no effect
Target sequence (Q01196 whole entry, looked up): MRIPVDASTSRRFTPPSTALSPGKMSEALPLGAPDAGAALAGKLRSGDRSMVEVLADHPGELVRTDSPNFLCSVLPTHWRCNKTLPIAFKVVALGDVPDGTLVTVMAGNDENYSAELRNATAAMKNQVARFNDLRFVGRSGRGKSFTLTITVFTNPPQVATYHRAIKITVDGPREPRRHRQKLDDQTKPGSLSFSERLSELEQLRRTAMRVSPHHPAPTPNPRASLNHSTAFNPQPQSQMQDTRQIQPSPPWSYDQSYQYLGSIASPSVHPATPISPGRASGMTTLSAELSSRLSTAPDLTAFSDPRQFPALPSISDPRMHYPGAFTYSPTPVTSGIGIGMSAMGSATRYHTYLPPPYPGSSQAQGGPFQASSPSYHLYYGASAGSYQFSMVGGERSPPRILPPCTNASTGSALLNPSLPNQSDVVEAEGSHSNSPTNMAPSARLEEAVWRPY
Target sequence (Q13951 whole entry, looked up): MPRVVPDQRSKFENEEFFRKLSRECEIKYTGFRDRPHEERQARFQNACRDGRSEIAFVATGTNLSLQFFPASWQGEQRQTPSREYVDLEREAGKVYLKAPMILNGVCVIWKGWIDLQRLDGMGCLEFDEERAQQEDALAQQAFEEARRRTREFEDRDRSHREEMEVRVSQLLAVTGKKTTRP
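AlphaScreen proximity signal reports loss of binding between His-tagged CBF-beta and biotin-labelled RUNX1, each at 30 nM. Proteins are pre-associated for 20 minutes, compounds added for 15 minutes, then beads for 90 minutes, all at ambient temperature.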
SMN2 splice enh: qHTS Assay for Enhancers of SMN2 Splice Variant Expression | HEK293 SMN2-luciferase splicing reporter, luminescence, 30-36 h | Potency, µM (doses to about 46.1 µM), for inactives: at the highest dose activity change, positive = activation, usual class: activators | actives 2.8% (n = 210,000) | AID 1458, 2008; further: potency means the concentration at half of the fitted maximal effect; % of control where 0% means no effect; nearly all actives have a fitted effect of over 55% in size
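qHTS luciferase splicing reporter: luminescence rises when SMN2 exon 7 is included in transfected HEK293 cells. Compound exposure lasted 30-36 h at 37C, with 4.5 mM final sodium butyrate as control, followed by a ONE-Glo read.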
LMNA splice mod: qHTS Assay for Modulators of Lamin A Splicing | HeLa LMNA splicing GFP/RFP minigene ratio, 48 h | Potency, µM (series often up to 46.1 µM), for the others: at the top dose ratio change, negative = inhibition, actives largely listed as inhibitors | actives 0.01% (n = 200,000) | AID 1487, 2009; active means well fitted inhibition curve with a large enough effect in the signal ratio, with a control signal flat, not every such curve was filed as active; inconclusive means small, poorly fitted or top-dose-only effect, or effect the other way, or a change in a side signal; the % refers to the signal ratio; further: potency means the concentration at half of the fitted maximal effect; on the % scale 0 is the no-effect control and ±100 the full control effect
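S3 HeLa cells stably expressing lamin A-EGFP splicing minigene plus DsRed2, 600 cells/well, 48 h compound exposure at 37C. Laser-scanning cytometry; analysed as GFP (500-530 nm)/RFP (575-640 nm) total intensity ratio; 0.5% DMSO vehicle.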
The depositor's hits bear a star; ? = inconclusive; . = no result given; & = joins results of further samples; [ ] = remark or other dose. Unless noted, the call rests on the fitted dose curve; in most records, active means well fitted curve in the direction sought with a large enough effect; inconclusive means small, poorly fitted or top-dose-only effect, or another doubt; inactive means no such curve, though single readings can be large; an effect the other way counts as inactive or inconclusive. A portion of the library (hit frequency here may not be typical).

Results follow in this order: HTT cytoprotect | KinaseGlo FLuc | HTT aggregate | IMPase Li inh | CBFb RUNX1 block | SMN2 splice enh | LMNA splice mod
- O=C(COc1ccc2ccccc2c1)N1CCN(CC2CC3C=CC2C3)CC1 (stereo not given)
 : -25% | -3% | 6% | 9%[38.3 µM] | 1% | -38%[inhibitor] | 7%
- Clc1ccc(CNC2CN3CCC2CC3)cc1 (stereo not given)
 : -2%[10 µM] | -2% | 6% | 10% | 4% | 17% | 5%
- Cc1ccc(C(=O)NC(O)C(Cl)(Cl)Cl)cc1 (stereo not given)
 : -18%[10 µM] | 1% | -6% | 0% | -4% | 6% | -13%
- Cc1cccc(NC(=O)N2CCCC2)c1
 : -12% | -2% | -25%[9.22 µM] | -5% | 2% | 2% | 8%[46 µM]
- CN1C(=O)C(=Cc2ccccc2Oc2ccc(Cl)cc2)C(=O)N(C)C1=O
 : -29%[10 µM] | 2% | -24% | 0% | 6% | -1% | ?
- CCCCC(=O)N/N=C/c1c(O)n(CC)c(=S)[nH]c1=O
 : 25%[10 µM] | 3% | -1% | 0% | ? | -13% | 0%
- COc1ccccc1-n1c(O)c(C=NCCCn2ccnc2)c(=O)[nH]c1=O
 : -6% | -3% | -7% | -3%[38.3 µM] | 4% | 9% | -6%
- Cc1ccc(-n2c(O)c(C=NCCC3=CCCCC3)c(=O)[nH]c2=O)cc1
 : -24% | 1% | -2% | 4% | -1% | -32%[inhibitor] | .
- NC1C=CC=C(C(=O)O)C1 (stereo not given)
 : -13% | -4% | . | -5%&3% | ? | -6%&0% | -4%
- CCCNS(=O)(=O)c1ccc(OCC(=O)N2CCN(C)CC2)cc1
 : 3%[10 µM] | 4% | -7% | 5% | -1% | -5% | -4%
- OC(CCCN1CCC(O)(c2ccc(Cl)cc2)CC1)c1ccc(F)cc1 (stereo not given)
 : . | 0% | -2% | 15% | -4% | -21% | ?
- Cc1ccc(OCC(=O)N2CCN(C)CC2)c(Br)c1
 : 7% | 2% | -37% | 5%[38.3 µM] | 5% | ? | -7%
- N#CC(C(=O)C12CC3CC(CC(C3)C1)C2)c1nc2ccccc2[nH]1 (stereo not given)
 : -31% | -2% | ? | 12%[38.3 µM] | -8% | -33% | ?
- C=C(C)C#N
 : -1% | . | . | -8% | 4%[21.7 µM] | 4% | .
- O=c1[nH]c(O)c(N=Nc2cc(C(F)(F)F)ccc2Cl)c(=O)[nH]1
 : 3%[10 µM] | 0% | -1% | -4% | 3% | 6% | ?
- O=C1c2ccccc2C(=O)N1Cc1nc2ccccc2c(=O)n1-c1cccnc1
 : -6% | 1% | -3% | 0%[38.3 µM] | 5% | 25% | 5%
- Cc1cc(C=C2C(=O)NC(=O)NC2=O)c(C)n1-c1ccncc1
 : -13% | -4% | 6% | 6% | -1% | . | .
- CC1=NN(c2ccccc2)C(=O)/C1=C/c1c(O)[nH]c(=O)[nH]c1=O
 : . | 0% | 28% | 9% | -12% | -4% | .
- O=C1/C(=C/c2ccncc2)N2CCC1CC2
 : 30% | -2% | -17% | -7% | -2% | -36%[inhibitor] | .
- Oc1c(Br)cc(Br)cc1Oc1ccc(Br)cc1Br
 : . | 0% | 13µM* | 11% | ? | -17% | ?

Part of the list above in another layout:
O=C1/C(=C/c2ccncc2)N2CCC1CC2
- HTT cytoprotect = 30%
- KinaseGlo FLuc = -2%
- HTT aggregate = -17%
- IMPase Li inh = -7%
- CBFb RUNX1 block = -2%
- SMN2 splice enh = -36%[inhibitor]
- LMNA splice mod = .

Oc1c(Br)cc(Br)cc1Oc1ccc(Br)cc1Br
- HTT cytoprotect = .
- KinaseGlo FLuc = 0%
- HTT aggregate = 13µM*
- IMPase Li inh = 11%
- CBFb RUNX1 block = ?
- SMN2 splice enh = -17%
- LMNA splice mod = ?

Next part.
Results follow in this order: HTT cytoprotect | KinaseGlo FLuc | HTT aggregate | IMPase Li inh | CBFb RUNX1 block | SMN2 splice enh | LMNA splice mod
- CCOP1(=S)Oc2cc3c(cc2C(C(=O)OC)(C(F)(F)F)O1)OCO3 (stereo not given)
 : -10% | 2% | -15% | 37%[38.3 µM] | 0% | 13% | -5%
- Cn1c(=O)oc2cc(S(=O)(=O)NC3CCCCCCC3)ccc21
 : -12% | 10% | -17% | -6%[38.3 µM] | 10% | 0% | ?
- c1ccc(CCN2CCOCC2)nc1
 : 23%[10 µM] | -4%[7.66 µM] | . | 3% | . | -20%[9.22 µM] | .
- O=C(c1ccc(CNS(=O)(=O)c2ccc(Br)cc2)cc1)N1CCC2(CC1)OCCO2
 : . | -2% | 6% | -3% | -25% | -32%[inhibitor] | ?
- O=C(Nc1nc2c(s1)CCCC2)C1CCCN1C(=O)c1cccs1 (stereo not given)
 : -12%[10 µM] | 12% | 4% | -7%[38.3 µM] | -1% | 0% | ?
- NS(=O)(=O)c1ccc(-c2ccc([As](=O)(O)O)cc2)cc1
 : 3%[10 µM] | -3%[7.66 µM] | . | -1% | . | 0%[9.22 µM] | .
- COc1cccc(C(=O)C2CCCN(Cc3cccc4c3OCO4)C2)c1 (stereo not given)
 : 2%[10 µM] | 1% | -8%[9.22 µM] | 30%[activator] | 2% | . | ?
- c1ccc2c(CCNCc3ccc4c(c3)OCO4)c[nH]c2c1
 : -5%[10 µM] | 0% | -1% | -4% | 4% | -10% | ?
- CC1C(C)N1CC(O)Cn1ccnc1[N+](=O)[O-] (stereo not given)
 : -6%[10 µM] | . | -1%[9.22 µM] | . | -1% | . | .
- C=C1[C@@H]2C[C@@]3([C@H]1O)[C@H]1C[C@@H]4[C@@]5(C)CC[C@H](O)[C@]4([C@H]1N(CC)C5)[C@H]3C[C@H]2O
 : 9%[40.3 µM] | -1%[17.1 µM] | . | 3% | -8%[21.7 µM] | -12%[20.6 µM] | -7%
- O=C(Nc1ccc2c(c1)OCO2)c1cn(Cc2ccc(F)cc2)nn1
 : -7%[10 µM] | -5% | 32% | 0%[38.3 µM] | -14% | 17% | -2%
- C=CCN(CC#CCOc1ccccc1OC)CC=C
 : -25% | -3% | 22% | 5% | -4% | -2% | .
- CC(=O)N1CCN(c2ccc([N+](=O)[O-])cc2C=C2C(=O)NC(=O)NC2=O)CC1
 : -1%[10 µM] | . | 17% | . | 1% | . | ?
- C=CCc1cc(OC)c2c(c1)OCO2
 : 5% | . | . | 3% | -1%[21.7 µM] | ? | .
- CCOc1ccc(C(=O)OC2CC3CCC(C2)N3C)cc1 (stereo not given)
 : 1%[10 µM] | -1% | -2%[9.22 µM] | 13% | 7% | . | .
- O=c1[nH]c(=O)n(Cc2ccco2)c(O)c1C=NCc1ccc2c(c1)OCO2
 : -10% | -1% | -2% | 6%[38.3 µM] | 3% | 2% | 13%
- CCCN1[C@@H]2C[C@@H](O)CC[C@@H]2C[C@H]1C(=O)OC
 : -21% | 0% | . | -9% | 7% | -1% | .
- Cc1cccc(NC(=S)N2CC3CC(C2)c2cccc(=O)n2C3)c1C (stereo not given)
 : 31%[1.9 µM] | -1% | 6% | -7% | -1% | 13% | -5%
- Cc1ccc(NC(=O)c2cn(CCC#N)nc2-c2ccc3c(c2)OCCO3)c([N+](=O)[O-])c1
 : 17%[10 µM] | 1% | -7% | 11% | -11% | 18% | 5%
- CN1CCc2cccc(Cl)c2CC1
 : 23%[1.9 µM] | -1% | . | 14% | -9% | 3% | -3%
- CCOC(=O)c1c(-c2ccc(OC)cc2)oc2ccc(OC(=O)N(C)C)cc12
 : -6%[10 µM] | 3% | ? | -4% | 6% | -24% | -12%
- O=P(Nc1ccccc1)(Oc1ccccc1)Oc1ccccc1
 : -22%[10 µM] | . | -12%[9.22 µM] | . | 3% | . | .
- COc1cccc(CN2CCCCC2c2cccnc2)c1 (stereo not given)
 : -9% | -3% | -21% | -1%[38.3 µM] | 7% | -24% | ?
- O=C(O)c1nn(Cc2ccc(Cl)cc2Cl)c2ccccc12
 : 1% | 0%&1%&5% | 7%&14% | 10%&7%&21% | 13% | -9%&0% | -11%
- C/C=C(/C)C(=O)O[C@H]1C(C)=C2C([C@@H]1OC(=O)CCCCCCC)[C@@](C)(OC(C)=O)C[C@@H](OC(=O)CCC)[C@@]1(O)[C@H]2OC(=O)[C@@]1(C)O (stereo not given in full)
 : . | -1% | . | 2% | 4% | -115%[inhibitor] | ?
- c1ccc(Cn2ccnc2)cc1
 : . | -1% | 3% | 1% | -1% | -12% | ?
- COc1cc(C(O)CN)ccc1O (stereo not given)
 : . | -3% | . | 5% | 21% | -12% | 11%
- CCCC(=O)Nc1ccc(N2CCN(CC)CC2)c(Cl)c1
 : -20%[10 µM] | -2% | -3% | 10%[38.3 µM] | 1% | 6% | 0%
- COc1cccc(C2(O)CCSCC2CN(C)C)c1 (stereo not given)
 : -1%[10 µM] | 2% | -11% | 5% | -3% | -1% | 6%
- N#CCCn1cc(C(=O)Nc2ccc([N+](=O)[O-])cc2)c(-c2ccccc2)n1
 : 12%[10 µM] | . | -2%[9.22 µM] | . | 3% | . | .
- COc1ccccc1CCNCc1ccc(OC)c(OC)c1OC
 : . | 0% | . | 11% | 1% | -16% | .
- C[C@@H](N)Cn1ccc2cc(F)c(Cl)cc21
 : -13% | 3% | . | 11% | 1%[21.7 µM] | . | .
- C=CCO
 : -16% | . | . | 5% | 5%[21.7 µM] | -2% | .
- Nc1c2c(nc3sc4c(c13)CCCC4)CCCCC2
 : -5%[10 µM] | -13% | -3% | 29%[38.3 µM] | 13% | 8.9µM* | -7%
- CC1CN(CCc2ccccc2)CC(C)O1 (stereo not given)
 : 1% | -1% | -1% | 13%[38.3 µM] | 3% | 2% | 11%
- CCOc1ccccc1OCCCCN1CCCC1
 : 4% | -1% | -17% | 46%[activator][38.3 µM] | -8% | -6% | -2%
- CC1(C)C(c2ccccc2)=NC(c2cccnc2)=[N+]1[O-]
 : -3% | 1% | 2% | -9%[38.3 µM] | 3% | -15% | 17%
- Cn1ncnc2c(=O)n(C)c(=O)nc1-2
 : -88%[inhibitor] | -1% | 5µM* | 21%[38.3 µM] | ? | -11% | ?
